TLR9-MyD88 inh – TLR9-MyD88 interaction inhibition; inhibition, % at 4.98 µM; CHO BLA complementation TLR9-MyD88, CCF4 FRET ratio; Q9NR96+Q99836; hit rate 0.21% among 340,000;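 active = inhibition above the mean over all tested compounds plus 3 SD, cut at about 21% in these data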;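 note: 0% = DMSO only wells and 100% = clavulanate BLA inhibitor control wells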
Target sequence (Q99836 whole entry, looked up): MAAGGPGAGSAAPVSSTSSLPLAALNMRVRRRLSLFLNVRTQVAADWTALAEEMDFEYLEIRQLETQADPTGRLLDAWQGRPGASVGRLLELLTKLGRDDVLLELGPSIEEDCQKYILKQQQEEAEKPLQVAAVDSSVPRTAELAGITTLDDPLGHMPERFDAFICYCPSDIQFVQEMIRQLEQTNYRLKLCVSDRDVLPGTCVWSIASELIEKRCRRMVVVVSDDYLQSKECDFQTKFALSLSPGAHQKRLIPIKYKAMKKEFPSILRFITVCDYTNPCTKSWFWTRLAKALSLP
Target sequence (Q9NR96 whole entry, looked up): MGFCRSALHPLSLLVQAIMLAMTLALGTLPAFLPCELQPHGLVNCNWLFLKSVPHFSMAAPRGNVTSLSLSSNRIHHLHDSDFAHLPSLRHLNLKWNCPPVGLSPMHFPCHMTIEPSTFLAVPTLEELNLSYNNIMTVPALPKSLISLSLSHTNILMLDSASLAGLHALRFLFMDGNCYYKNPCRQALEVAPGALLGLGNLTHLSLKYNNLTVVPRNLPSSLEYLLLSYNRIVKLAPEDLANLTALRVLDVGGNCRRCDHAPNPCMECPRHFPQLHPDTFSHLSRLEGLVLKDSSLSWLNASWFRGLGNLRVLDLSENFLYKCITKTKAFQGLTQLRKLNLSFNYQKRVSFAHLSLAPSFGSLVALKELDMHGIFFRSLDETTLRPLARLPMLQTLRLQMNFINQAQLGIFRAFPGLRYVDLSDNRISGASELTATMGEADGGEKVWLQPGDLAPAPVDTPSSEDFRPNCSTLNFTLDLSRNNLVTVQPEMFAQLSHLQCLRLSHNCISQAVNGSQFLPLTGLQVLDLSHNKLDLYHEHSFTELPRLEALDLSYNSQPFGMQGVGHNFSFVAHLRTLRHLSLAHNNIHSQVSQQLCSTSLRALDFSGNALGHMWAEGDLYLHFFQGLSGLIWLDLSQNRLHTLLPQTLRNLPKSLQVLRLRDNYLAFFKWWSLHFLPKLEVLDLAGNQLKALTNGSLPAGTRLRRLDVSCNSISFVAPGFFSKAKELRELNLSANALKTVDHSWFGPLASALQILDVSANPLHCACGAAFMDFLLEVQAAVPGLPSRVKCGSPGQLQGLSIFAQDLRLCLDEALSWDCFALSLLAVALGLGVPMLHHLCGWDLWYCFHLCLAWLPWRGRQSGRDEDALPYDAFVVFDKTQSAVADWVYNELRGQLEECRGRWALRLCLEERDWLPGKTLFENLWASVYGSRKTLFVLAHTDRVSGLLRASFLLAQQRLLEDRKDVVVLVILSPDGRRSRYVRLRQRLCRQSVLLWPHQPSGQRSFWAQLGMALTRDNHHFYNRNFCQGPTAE
ABCB6 inh 2 – blocks the human ABCB6 transporter; K562-ABCB6 porphyrin accumulation, flow cytometry, 1 h; hits give low values; Q9NP58; fluorescence ratio to DMSO, % at 10 µM; AID 602162; hit rate 0.19% among 360,000;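 active = fluorescence ratio to DMSO below 75%, the collection mean minus 3 SD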;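 note: signal is porphyrin accumulated inside mitochondria; 100% equals median channel fluorescence of DMSO control wells; lower ratio means ABCB6 inhibition with less porphyrin fluorescence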
MC4R ag barr – human MC4R agonism via beta-arrestin; P32245; hit rate 0.98% among 360,000; U2OS MC4R beta-arrestin complementation, luminescence; percent of melanotan II response, DMSO zero; activation, % at 8.9 µM; AID 540308;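 active = activation above a per-plate cutoff, the mean activation of sample wells on that plate plus 3 SD, cut at about 8% in these data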
MC4R antag cAMP – antagonists of human melanocortin 4 receptor (MC4R); P32245; AID 540295; hit rate 0.48% among 360,000; MC4R-expressing cells, MTII-stimulated cAMP, LANCE TR-FRET; inhibition, % at 6.5 µM;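 active = inhibition above its plate's cutoff, the mean of tested wells on that plate plus 3 SD, cut at about 29% in these data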;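 note: 0% = Melanotan II alone and 100% = Melanotan II plus saturating MCL0020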
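System: U2OS cells stably expressing human melanocortin 4 receptor (MC4R). Reagent: Melanotan II challenge after compound preincubation. Doses: 6.5 µM. Times: 30-min compound, 1-h challenge, 1-h detection, room temperature. Measured by: TR-FRET with Eu-cAMP and labeled anti-cAMP, 671 nm. Replicates: singlicate.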
NOD2 RIPK2 PPI – NOD2-RIPK2 protein interaction inhibition. O43353. CHO BLA complementation NOD2-RIPK2, CCF4 ratio. inhibition, % at 4.98 µM. hit rate 0.38% among 360,000; in the data active = inhibition above about 21%;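 note: 0% = vehicle only and 100% = reference blocker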
ABHD5-PLIN5 inh – inhibitors of human ABHD5-perilipin-5 interaction; Split G. princeps luciferase complementation, luminescence, 4 h; inhibition, % at 4 µM; hit rate 0.78% among 360,000;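 active = inhibition above the mean inhibition across every tested compound plus 3 SD, cut at about 22% in these data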;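 note: 0% = DMSO only wells and the 100% control is not disclosed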
Exocytosis inh – blocks lytic granule exocytosis; TALL-104 LAMP-1 surface exposure, flow cytometry; cells stimulated with thapsigargin and PMA; inhibition, % at 10 µM; hit rate 0.66% among 360,000; AID 651702;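 active = inhibition above about 55%, limit read from the data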
aDG glyco act – alpha-DG glycosylation activation; AID 624168; hit rate 0.22% among 360,000; activation, % at 10 µM; Pro5-aDG cells, alpha-DG glycosylation AlphaScreen (IIH6); 0% Pro5, 100% B10-LARGE cell signal;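 active = activation of at least 8% versus controls, or a plate z-score of at least 8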;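 note: Pro5 are CHO cells carrying HIG-tagged alpha-DG that lacks glycosylation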
Vif inh – HIV Vif inhibition; inhibition, % at 7.49 µM; HEK293T cells, Vif self-association by quenched fluorescence, imaging, 24 h; hit rate 0.35% among 340,000; in the data active = inhibition above about 50%, passing the limit was not always enough; note: some results filed as inactive read as strong as hits
N-glyco inh – blocks N-linked glycosylation in D54 reporter cells. reporter increase, % at 12.5 µM. D54 ERlucT glycosylation luciferase reporter, 24 h; percent of 100 nM tunicamycin response. hit rate 0.23% among 360,000. AID 588692;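 active = mean luciferase reporter signal, scaled so untreated is 0 and the glycosylation-blocking control 100, at or above a set limit in every replicate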;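 note: luciferase carries N-glycosylation sites so blocking glycosylation raises the light; 0% = median of neutral control wells and 100% = median of 100 nM tunicamycin wells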
Active calls of the source: *; . = no result given; & = joins results of further samples. Some of the compounds tested, so the mix of outcomes need not match the whole.

SMILES	TLR9-MyD88 inh	ABCB6 inh 2	MC4R ag barr	MC4R antag cAMP	NOD2 RIPK2 PPI	ABHD5-PLIN5 inh	Exocytosis inh	aDG glyco act	Vif inh	N-glyco inh
CC1(C(=O)NS(=O)(=O)c2ccccc2Cl)CCN1C(=O)c1ccccc1CCc1ccccc1 (configuration not stated)	.	97	0.5	10	3	-6	1	-0.1	-1	1
COc1cc(/C=C2\CCCc3c2nc2ccccc2c3C(=O)O)cc([N+](=O)[O-])c1O	6	85	-2.4	-9	-3	0	-6	-0.1	-10	-1
O=C(NCCn1cccn1)C1CCC(=O)N(CCc2cccc(F)c2)C1 (configuration not stated)	6	101	-3.2	1	-4	5	26	-0.2	7	-1
C1N2CN3CN1CN(C2)C3	1	93	-0.8	-4	-4	-2	-6	-0.1	-2	1
CCN(CC)C1CCN(C(=O)c2cc(COc3ccc(-n4cncn4)cc3)on2)C1 (configuration not stated)	1	104	1.6	5	-6	7	-1	-0.2	3	1
Cc1ccccc1NC(=O)CS(=O)(=O)c1cn(CC(=O)N2CCOCC2)c2ccccc12	-3	95	-1.2	13	6	1	4	0.0	11	0
Cc1cc(C)nc(SCc2cc(=O)c(OC(=O)c3cc([N+](=O)[O-])ccc3Cl)co2)n1	-4	103	-1.6	-2	-5	4	-3	0.2	3	0
O=C(NCc1ccccc1Cl)C(=O)NCC1OCCN1S(=O)(=O)c1ccc(F)cc1 (configuration not stated)	-4	97	-1.9	2	-16	-10	-6	0.0	-4	-2
CN(C)c1ccc(C#Cc2ccc3cc(CCCO)oc(=O)c3c2)cc1	-12	97	-0.1	3	-4	2	0	1.8	-11	1
Cc1[nH]c2ccccc2c1/C=C(\C#N)S(=O)(=O)c1ccccc1	6	80	-2.3	4	8	7	2	0.0	-14	2
CC1(C(=O)NS(=O)(=O)c2ccc(Br)cc2)CCN1C(=O)C1CCCCC1 (configuration not stated)	.	102	-2.1	1	-4	6	-3	-0.1	3	2
COC(=O)Cc1c(C)nc2nc(-c3ccc(Cl)cc3)[nH]n2c1=O	-4	113	0.5	11	-7	9	-3	0.0	13	-1
CSc1ccccc1NC(=O)C1=CC(c2ccc(C)cc2)=NS(=O)(=O)N1C	8	101	-0.2	13	-4	-10	-1	0.0	0	0
Cc1c(OCc2nn[nH]n2)ccc2c3c(c(=O)oc12)CCCC3	-1	97	-0.9	4	3	3	0	0.1	-2	-1
COc1ccc(S(=O)(=O)N2CCCCCC2)cc1C(=O)NCCOc1ccc(C)cc1	-5	91	-2.0	2	1	7	-4	0.3	-9	-2
CC(=O)C12OC(C)(C)OC1CC1C3CCC4=CC(=O)C=CC4(C)C3(F)C(O)CC12C (configuration not stated)	11	91	-0.2	-7	-4	4	-1	0.1	9	2
Cc1ccc(-c2nc3cc(C)c(Br)c(C)n3c2Cc2cccc(Cl)c2)cc1	.	93	.	.	-8	-6	-3	-0.2	.	.
COc1ccc(NC(=O)NCCN2C(=O)C3C4C=CC(C4)C3C2=O)cc1 (configuration not stated)	4	99	1.1	3	0	5	-2	0.0	-1	-2
COC(=O)C1CCCN1C(C(=O)NC1CCCCC1)c1ccc(Cl)cc1 (configuration not stated)	0	104	-0.3	6	-3	8	-5	0.0	4	-1
COc1ccc(C(=O)NC2CCCN(Cc3ccccc3F)C2)c(OC)c1OC (configuration not stated)	-3	100	-0.6	0	-5	-8	-2	0.0	-3	-5
Cc1noc(C)c1COC(=O)CCC(=O)c1ccc(F)cc1	-9	91	0.3	13	-2	-4	3	-0.2	4	1
O=C(N[C@@H](Cc1c[nH]c2ccccc12)C(=O)NC1CC1)c1ccccc1Cl	-1	98	-0.6	2	0	-7	-4	-0.2	3	3
C=C(C)COc1ccc(-c2[nH]ncc2-c2ccc(OC)cc2)c(O)c1	4	92	4.5	5	-1	-26	1	-0.1	-2	-9
COc1ccc(/C=N/Nc2nc(-c3cccnc3)nc3ccccc23)c(OC)c1	-5	93	1.5	4	7	-9	0	0.0	-28	-2
CCCCOc1cccc(-c2nnc(NC(=O)CSc3ccc(C)cc3)s2)c1	-1	101	0.0	-1	7	-3	0	-0.1	-2	1
CC(C)(C)Nc1cccccc1=O	2	82	-1.2	-4	-1	-6	0	-0.1	14	0
COC(=O)[C@]1(Cc2ccccc2)N[C@H](c2ccc(-c3cc(C(C)=O)cs3)cc2)[C@@H]2C(=O)N(C)C(=O)[C@@H]21	9	102	0.4	1	-8	2	16	0.4	5	1
Cc1ccc(Cl)c(Nc2ccccc2C(=O)O)c1Cl	-7&1	100&105	0.6&1.6	3&0	-14&-3	-13&-8	-3&-3	0.0&-0.3	-4&1&-4	-2&0
CC1(C)N=C(SCC(=O)Nc2ccc(Cl)cc2Cl)C(c2ccccc2)=N1	1	92	3.3	2	-2	-5	1	0.4	-4	0
CC(C)(C)NC(=O)COC(=O)c1cc(F)c(F)cc1Cl	-2	102	-0.9	4	-16	-3	-1	-0.1	7	2
O=C(NCC(c1cccnc1)N1CCOCC1)c1ccc2c(c1)OCO2 (configuration not stated)	2	93	-0.3	6	-8	-2	2	0.1	-2	1
O=C(OC(C(=O)NC1CCCCC1)c1ccccc1F)c1ccco1 (configuration not stated)	-1	97	-1.8	4	-8	-8	-5	0.0	3	2
Cc1ccccc1CC1(CO)CCCN(Cc2nc(-c3cccs3)oc2C)C1 (configuration not stated)	7	108	-0.2	4	-6	3	1	0.6	0	-5
O=C1NC(Cc2ccc(O)cc2)c2nc3ccc(F)cc3c(=O)n2-c2ncccc21 (configuration not stated)	-12	108	-1.0	5	-6	5	3	-0.2	3	1
O=C(NCc1ccccc1)N1CCNCC1	-4	99	-0.8	25	1	-4	-1	-0.2	-4	0
COc1cc2ccccc2cc1C(=O)N1CCc2ccccc21	-9	94	-4.8	0	-6	-2	2	0.5	-1	18
CN(Cc1ccccc1)C(=O)CSc1nc2ccccc2[nH]1	4	100	-1.6	1	9	0	8	0.0	14	-1
c1ccc(NC2=NCCN2CC2CCCC2)cc1	-2	99	-1.3	-3	1	12	0	0.0	4	-2
O=C(Cc1ccccc1)Nc1cccc(C(=O)O)c1O	0	92	0.3	-2	0	5	3	0.4	-4	1
COc1cccc(NC(=O)C(=O)N/N=C/c2cc(C)n(-c3ccc(Cl)c(Cl)c3)c2C)c1	0	100	1.5	-9	1	0	2	0.0	-13	-5

Exported with the structure last: entries from further up
TLR9-MyD88 inh | ABCB6 inh 2 | MC4R ag barr | MC4R antag cAMP | NOD2 RIPK2 PPI | ABHD5-PLIN5 inh | Exocytosis inh | aDG glyco act | Vif inh | N-glyco inh | compound
-1 | 101 | 0.0 | -1 | 7 | -3 | 0 | -0.1 | -2 | 1 | CCCCOc1cccc(-c2nnc(NC(=O)CSc3ccc(C)cc3)s2)c1
2 | 93 | -0.3 | 6 | -8 | -2 | 2 | 0.1 | -2 | 1 | O=C(NCC(c1cccnc1)N1CCOCC1)c1ccc2c(c1)OCO2 (configuration not stated)
-2 | 99 | -1.3 | -3 | 1 | 12 | 0 | 0.0 | 4 | -2 | c1ccc(NC2=NCCN2CC2CCCC2)cc1
-9 | 91 | 0.3 | 13 | -2 | -4 | 3 | -0.2 | 4 | 1 | Cc1noc(C)c1COC(=O)CCC(=O)c1ccc(F)cc1

Next compounds follow:
SMILES	TLR9-MyD88 inh	ABCB6 inh 2	MC4R ag barr	MC4R antag cAMP	NOD2 RIPK2 PPI	ABHD5-PLIN5 inh	Exocytosis inh	aDG glyco act	Vif inh	N-glyco inh
CCCCN(CCCC)Cc1cc(=O)oc2cc(C)c(Cl)cc12	.	101	.	.	5	8	4	3.4	.	-2
CCc1ccc2c(CC(=O)Nc3nnc(C4CC4)s3)coc2c1	-1	106	7.0	4	18	-8	-1	0.1	-5	-1
Cc1ccc(N(Cc2cc3cc(C)ccc3[nH]c2=O)C(=O)c2cccs2)cc1	4	95	-2.0	8	0	-1	-6	0.2	-6	-4
O=C(NCc1cccs1)C(=O)c1cn(CC(=O)N2CCOCC2)c2ccccc12	6	102	-1.4	4	-6	0	0	0.1	0	2
O=C(/C=C/c1ccccc1)c1c[nH]c2ccccc12	-2	98	0.2	-2	3	1	-2	0.3	-8	-12
C=CCn1c(SCc2nc3c(c(=O)[nH]c(=O)n3CCCC)n2CCC)nnc1-c1ccccc1	-2	106	-1.2	17	2	-4	0	0.0	7	1
O=C(NC1CC1)C1CCN(S(=O)(=O)c2ccc(Cl)cc2)CC1	-6	100	0.6	5	7	-2	-8	0.1	6	1
Cc1nc2cccnc2nc1C	5	96	-1.1	1	-1	-2	-5	-0.2	-2	0
CCn1cc(C(=O)N[C@H](C(=O)O)C(C)C)c(=O)c2cc3c(cc21)OCO3	4	98	-0.3	-6	-7	2	-5	-0.1	2	1
CN(C)c1ncnc2c1ncn2[C@H]1CN(C2CCCC2)C[C@@H](CO)O1	.	96	-2.2	-1	-1	-8	29	0.2	-6	0
CCOc1ccc2nc(S(=O)(=O)NC(=O)C3(C)CCN3C(=O)c3cccc(F)c3)sc2c1 (configuration not stated)	.	97	-3.1	8	-6	-2	-4	-0.1	9	3
c1ccc(-c2ccccc2OCCCCN2CCCCCC2)cc1	-10	96	0.1	-4	5	3	16	1.2	13	0
COc1cc(CNC(=O)Nc2nc(C(N)Cc3ccc(C(F)(F)F)cc3)cs2)cc(OC)c1OC (configuration not stated)	.	94	10*	-1	1	0	3	3.3	.	-2
CCN(CC(=O)Nc1sc2c(c1C#N)CCC(C)C2)Cc1nc2ccccc2c(=O)[nH]1 (configuration not stated)	2	101	-2.0	2	-4	4	0	-0.1	1	-3
Cc1cccc(NC(=O)[C@@H]2CCCN2S(=O)(=O)c2ccc(Cl)cc2)c1	-5	95	-3.6	4	0	-13	1	0.3	-2	-1
CN(C)c1ccc2nc3c(=O)[nH]c(=O)nc-3n(CC(O)C(O)C(O)CO)c2c1 (configuration not stated)	-6	153	-4.1	-40	-8	18	-4	-0.2	-1	-4
O=C(COc1coc(CN2CCN(c3ccccc3)CC2)cc1=O)NCC1CCCO1 (configuration not stated)	-3	94	-0.4	5	0	-3	-4	1.3	-7	-1
C[N+]1(CC(=O)Nc2ccccc2Cl)CCN(C(=O)c2cccs2)CC1	-6	93	0.6	3	-5	-2	0	0.0	-1	0
CS(=O)(=O)NCc1ccc(C(=O)O)cc1	5	99	0.9	10	-16	3	1	-0.2	4	-2
Cc1ccc(S(=O)(=O)CCC(=O)Nc2sccc2C#N)cc1	-2	103	-3.2	8	-2	-3	11	0.4	-1	-5
O=C(CN1C(=O)c2ccccc2S1(=O)=O)Nc1ccccc1C(=O)NCc1ccco1	-3	92	0.7	6	6	-8	6	-0.1	-7	2
O=C(CCS(=O)(=O)c1cc2c(cc1Cl)NC(=O)CO2)NCCc1ccccc1	4	104	-3.1	4	-15	-2	-5	0.1	7	3
N#CCSc1nc(Nc2ccc3c(c2)OCO3)c2ccccc2n1	-9	99	-0.9	0	3	-1	0	0.9	-4	1
CC(=O)Nc1cccc(NC(=O)CSc2nnc3ccccn23)c1	-1	99	-1.6	4	2	0	2	0.1	7	-1
Cc1nc(NC(=O)C2CC2)sc1C(=O)N1CCCCC1	-1	101	-1.5	9	2	-4	2	0.2	26	1
